Compound activity (PubChem BioAssay)
RGS7-Gao reg = human RGS7-Galphao interaction regulation; P09471; Multiplexed bead flow cytometry, RGS7-Galphao binding; actives lie on both sides; binding response (% of control), % at 10 µM; 0.35% of 220,000 active; AID 1439; in the data active means binding response below about 49% or above about 150%; inconclusive means no clear call, values can overlap the other calls; inactive means in between;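 further: fluorescent Galphao held in activated GDP-AlF4 state binding bead-coupled RGS7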
Bim-Bcl-XL = human Bim-Bcl-XL interaction inhibition; Q07817; Bim peptide-Bcl-XL binding, bead flow cytometry, fluorescence; inhibition, % at 10 µM; 0.04% of 190,000 active; AID 1007
Target sequence (Q07817 whole entry, looked up): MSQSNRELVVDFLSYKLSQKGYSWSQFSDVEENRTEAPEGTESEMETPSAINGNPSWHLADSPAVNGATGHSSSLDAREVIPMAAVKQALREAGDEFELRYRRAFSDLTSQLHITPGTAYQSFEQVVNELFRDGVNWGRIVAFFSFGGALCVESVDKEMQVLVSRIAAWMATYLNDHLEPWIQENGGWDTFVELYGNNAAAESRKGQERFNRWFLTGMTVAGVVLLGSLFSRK
Mcl1 Noxa PPI = Mcl-1/Noxa interaction inhibition; Q07820; TR-FRET Mcl-1/Noxa peptide binding, 2 h; inhibition, % at 21.7 µM; 1.5% of 220,000 active; AID 1022;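 active means compounds that cut the protein-peptide binding signal by more than 50% relative to plate controls in a single-dose test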;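 further: His-tagged Mcl-1 with rhodamine Noxa BH3 peptide and terbium anti-His antibody; 0% = Mcl-1 plus Noxa peptide wells and 100% = peptide-only wells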
Target sequence (Q07820 whole entry, looked up): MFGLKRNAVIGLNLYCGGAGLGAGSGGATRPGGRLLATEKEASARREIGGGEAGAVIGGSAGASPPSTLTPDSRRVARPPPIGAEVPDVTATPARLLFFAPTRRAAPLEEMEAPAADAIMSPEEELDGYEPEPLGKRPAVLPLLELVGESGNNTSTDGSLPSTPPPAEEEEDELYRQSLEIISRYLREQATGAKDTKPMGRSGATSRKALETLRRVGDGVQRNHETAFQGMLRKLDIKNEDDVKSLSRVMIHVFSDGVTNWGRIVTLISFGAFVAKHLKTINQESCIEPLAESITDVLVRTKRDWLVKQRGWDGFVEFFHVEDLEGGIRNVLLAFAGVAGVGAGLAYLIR
RGS4-Gao reg = modulates binding of RGS4 to human Galphao. P09471. Multiplexed bead flow cytometry; actives lie on both sides. binding response (% of control), % at 10 µM. 0.33% of 220,000 active; in the data active means binding response below about 49% or above about 150%; inactive means in between;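 further: fluorescent Galphao activated with aluminum fluoride binding bead-coupled RGS4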
Bim-Bcl-W = inhibitors of Bim-Bcl-W interaction, human; bead-based flow cytometry, Bim peptide-Bcl-W binding; inhibition, % at 10 µM; 0.02% of 190,000 active;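 further: 0% = bound tracer without compound and 100% = peptide blocker; higher means less fluorescent Bim peptide bound to Bcl-W beads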
Target sequence (Q92843 whole entry, looked up): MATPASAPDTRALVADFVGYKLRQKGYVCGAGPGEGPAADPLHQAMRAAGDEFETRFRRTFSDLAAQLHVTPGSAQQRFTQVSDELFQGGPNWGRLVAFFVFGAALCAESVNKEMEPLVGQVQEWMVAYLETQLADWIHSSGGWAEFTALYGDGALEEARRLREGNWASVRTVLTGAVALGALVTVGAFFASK
Mcl1-Bid inh = disrupts binding of human Mcl-1 to Bid peptide; AID 1021; TR-FRET Mcl-1/Bid-Dy647 peptide binding, 1536-well; Q07820; 0.97% of 220,000 active; inhibition, % at 21.7 µM;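 active means compounds that cut the binding signal by more than half at the single screening dose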;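 further: His-tagged Mcl-1 with europium anti-His antibody binding Bid BH3 peptide; 0% = Mcl-1 plus peptide wells and 100% = peptide-only wells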
Bim-Bcl-2 = inhibitors of Bim-Bcl-2 interaction, human. P10415. Bead-based flow cytometry, Bim peptide-Bcl-2 binding. inhibition, % at 10 µM. 0.06% of 190,000 active. AID 950; in the data active means inhibition above about 40%; inconclusive means no clear call, values can overlap the other calls;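 further: 0% = no compound wells with probe peptide and 100% = reference peptide inhibitor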
RGS8-Gao reg = regulators of human RGS8-Galphao interaction. AID 1423. response (percent of control binding), % at 10 µM. 0.34% of 220,000 active. multiplexed bead flow cytometry, RGS8-Galphao binding; actives lie on both sides. P09471; in the data active means response below about 60% or above about 140%; inactive means in between;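 further: Galphao activated as the GDP aluminium fluoride complex binding bead-coupled RGS8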
Mcl-1 Bim block = inhibitors of Bim-Mcl-1 interaction, human; Bead-based flow cytometry, Bim peptide-Mcl-1 binding; inhibition, % at 10 µM; 0.1% of 190,000 active;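 further: 0% = no compound tracer wells and 100% = peptide blocker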
Bcl-B Bim block = inhibitors of Bim-Bcl-B interaction, human | bead-based flow cytometry, Bim peptide-Bcl-B binding | inhibition, % at 10 µM | 0.073% of 190,000 active | AID 951;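 further: 0% = tracer peptide without compound and 100% = reference inhibitor peptide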
Target sequence (Q9HD36 whole entry, looked up): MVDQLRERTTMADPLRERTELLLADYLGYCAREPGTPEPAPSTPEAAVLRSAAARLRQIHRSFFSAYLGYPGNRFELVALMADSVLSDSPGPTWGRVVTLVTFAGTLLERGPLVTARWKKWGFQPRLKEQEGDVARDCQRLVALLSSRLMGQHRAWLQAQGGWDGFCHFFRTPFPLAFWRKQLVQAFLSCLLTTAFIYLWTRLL
Bfl-1 Bim block = human Bim-Bfl-1 interaction inhibition; 0.12% of 190,000 active; Bead-based flow cytometry, Bim-Bfl-1 binding inhibition; AID 1008; Q16548; inhibition, % at 10 µM;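 further: 0% = wells without compound plus tracer and 100% = blocker peptide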
Starred values were filed as active, the others as inactive; ? = inconclusive; nt = no result given; & = joins results of further samples; [ ] = another dose, or the depositor's remark. Unless noted, no stated cut-off is given here; in the data, active means inhibition above about 40%.

SMILES	RGS4-Gao reg	RGS8-Gao reg	Mcl1-Bid inh	Bfl-1 Bim block	Bim-Bcl-XL	Mcl-1 Bim block	Mcl1 Noxa PPI	Bim-Bcl-W	Bim-Bcl-2	RGS7-Gao reg	Bcl-B Bim block
NC(=O)CCS(=O)(=O)CCN1CCCCC1	104	104	-15	-7	-5	0	-12	0	-8	105	-8
Cn1c(=O)c2c(nc(-n3ccnc3)n2Cc2ccc([N+](=O)[O-])cc2)n(C)c1=O	96	97	-3	-11	2	-1	6	0	-4	98	-9
COc1ccc(-c2noc(CSc3ccc(C)cc3)n2)cc1	110	102	-18	-1	3	-3	7	-3	-1	107	-4
O=C(NCCN1C(=O)S/C(=C\c2ccc(F)cc2)C1=O)c1cccc(S(=O)(=O)N2CCOCC2)c1	101	103	-34	-11	-9	-4	3	-3	-7	99	-7
CCCCCOC(=O)C(C)c1c(C)[nH]c(=S)[nH]c1=O (centres undefined)	103	102	-24	-17	-6	-2	-1	-3	-8	104	-10
c1ccc2c(CSc3nnc(-c4ccncc4)o3)cccc2c1	98	101	0	0	0	-1	9	-2	0	99	-1
Cn1c(=S)[nH]c2c(c1=O)C(C)(C)Cc1ccccc1-2	108	107	-23	-3	-8	-7	8	-2	-7	103	-54
O=C(/C=C/c1ccc(S(=O)(=O)N2CCOCC2)cc1)NC(=S)NCCCn1ccnc1	100	99	-37	-1	-2	-1	12	-1	-2	103	-5
O=c1c(F)cn(C2CCCO2)c(=O)n1Cc1ccccc1Cl (centres undefined)	106	100	-7	-12	-7	-2	11	1	-7	103	-8
COc1ccc(CN2CCn3ncc(C(=O)Nc4ccccc4)c3C2=O)cc1	104	103	0	-1	0	1	8	2	-2	99	-1
CCOC(=O)c1cc2[nH]c3ccccc3c2[n+](-c2ccc([N+](=O)[O-])cc2)c1C	100	101	-6	0	-3	-3	14	-2	-1	99	-5
CCCCn1c(=N)n(CC(O)COc2ccc(C)cc2)c2ccccc21 (centres undefined)	105	101	-35	-13	-2	-2	3	-3	-8	102	-8
Fc1ccccc1/C=N/Nc1ncnc2ccccc12	98	99	-21	-5	-3	-2	13	-3	-3	99	-2
CC(C)[C@H](NC(=O)[C@H](CC(=O)O)NC(=O)[C@H](CCCCN)NC(=O)[C@@H](N)CCCN=C(N)N)C(=O)N[C@@H](Cc1ccc(O)cc1)C(=O)O	99	101	7	-4	-4	-4	11	-3	-3	98	-4
O=C1C2CCCCC2C(=O)N1c1ccc(NC2CCCCC2)c([N+](=O)[O-])c1 (centres undefined)	96	101	-20	3	-1	0	7	0	-2	98	-2
Cc1ccc(NC(=O)C2CCN(S(=O)(=O)c3cccc4nonc34)CC2)nc1	103	106	-18	-11	-5	0	12	2	-11	104	-4
O=C1c2ccccc2C(Nc2ccc(Cl)cn2)N1c1ccccn1 (centres undefined)	98	102	-15	-4	-7	-4	-5	-7	-5	101	-9
CCCOc1ccc2c(CC)cc(=O)oc2c1C	97	98	7	-7	-3	-5	-10	-5	-3	98	-4
CN(c1ccc(C(=O)Nc2ccc(S(=O)(=O)N3CCCC3)cc2)cc1)S(C)(=O)=O	99	101	-1	-3	2	4	6	1	1	96	1
CC(=O)CCc1oc2ccc([N+](=O)[O-])cc2c1-c1ccc(C)o1	100	98	-33	3	-1	-1	21	1	-1	98	-1
CCn1c(SC)nnc1-c1nn(-c2ccccc2)ccc1=O	100	101	9	0	0	0	21	-1	-1	100	0
CCOC(=O)N1CCC(NC(=O)c2cc(S(=O)(=O)N3CCc4ccccc43)cn2C)CC1	106	104	8	-9	2	2	8	1	0	108	-6
CC12CC(NC(=O)N1c1cccc(C(=O)N3CCN(c4ccccn4)CC3)c1)c1ccccc1O2 (centres undefined)	97	99	-6	0	-1	0	8	2	1	99	0
O=C(O)Cn1cnc2c(oc3ccccc32)c1=O	94	98	4	nt	nt	nt	13	nt	nt	?	nt
Cc1ccc(SCCC(=O)N2CCOCC2)cc1	93	99	-7	-12	-5	0	4	0	-11	95	-10

Remaining list, next part
SMILES	RGS4-Gao reg	RGS8-Gao reg	Mcl1-Bid inh	Bfl-1 Bim block	Bim-Bcl-XL	Mcl-1 Bim block	Mcl1 Noxa PPI	Bim-Bcl-W	Bim-Bcl-2	RGS7-Gao reg	Bcl-B Bim block
Cc1ccc(S(=O)(=O)N(CC(=O)N2CCc3ccccc3C2)c2cccc(Cl)c2)cc1	113	115	-10	-4	-5	-2	17	-3	-4	116	-6
O=c1[nH]c2ccccc2c(=O)n1Cc1ccco1	97	101	-20	-1	-1	1	9	-2	1	97	0
Cc1ccc(Cn2cnc3sc4c(c3c2=O)CCC4)c(C)c1	106	104	-14	3	4	1	-1	0	18	103	0
CCC1(CC)C(=O)NN(c2ccccc2)C1=O	101	100	4	-1	-5	-6	2	-3	-18	101	-6
COc1ccc(-n2nc(C(=O)NCC(=O)N3CCN(C)CC3)c3ccccc3c2=O)cc1OC	108	142*[activator]	-21	0	-5	-1	2	-3	-1	110	-3
O=C(Nc1cccc(-c2cn3ccccc3n2)c1)c1ccccc1	94	96	-17	-6	-3	-3	3	-3	-2	?	-7
O=C1CC(N2CCC(c3nc4ccccc4o3)CC2)C(=O)N1c1ccc(Cl)c(C(F)(F)F)c1 (centres undefined)	102	104	27	-21	-10	-7	13	-5	-9	99	-9
CC(=O)c1ccc(N(C(=O)c2ccco2)C(C(=O)NC2CCCC2)c2ccc(N3CCOCC3)cc2)cc1 (centres undefined)	102	101	-17	-2	0	2	17	1	-2	102	-3
CC(=O)NS(=O)(=O)c1ccc(NC(=O)c2cc3c(=O)n4ccccc4nc3s2)cc1	98	99	-12	nt	nt	nt	29	nt	nt	?	nt
CCOc1ccc(NC(=O)c2sc(NC(C)=O)c(C(=O)OC)c2C)cc1	102	102	9	-3	0	1	15	-3	-5	105	-2
CCCCS(=O)CC(COC)OC(=O)c1ccccc1 (centres undefined)	99	99	-35	-3	-4	-2	-1	-1	0	?	-2
CCN(CC)c1ccc2cc(-c3nc4ccccc4n3C)c(=O)oc2c1	106	104	1	-10	0	3	1	7	3	106	-6
COc1ccc(OC)c(N(CC(=O)Nc2cccnc2)S(=O)(=O)c2ccc(OC)c(OC)c2)c1	101	96	-13	2	4	0	1	-4	2	95	-2
CC1=CC(C)=Nc2ccc(C)cc2N1	107&95	99&98	-40&-53	-3&-10	0&0	1&-1	-5&24	-1&3	1&-9	105&90	0&-7
CCN=c1scc(-c2ccc3c(c2)NC(=O)CO3)n1N=C1CCCC1	97	96	-56	-3	0	4	32	6	-1	101	-5
O=C(COc1cccc2ccccc12)NNC(=O)c1cnccn1	99	103	-41	-3	-8	-5	-6	-5	-4	101	-8
CCNNC(=O)C(O)(c1cccc(C)c1)c1cccc(C)c1	100	101	-10	-7	-8	-4	10	-5	-5	98	-13
CCCC(=O)Nc1nnc(CC(=O)N2CCCC2)s1	85	94	5	-4	-4	1	0	0	-1	98	-1
CCOC(=O)C(C)Sc1ncc(-c2ccccc2)cn1 (centres undefined)	103	101	-9	-5	-3	-4	13	-4	-4	100	-6
Cn1c(-c2cccs2)[n+](C)c2ccccc21	102	104	-30	9	0	-1	13	13	3	104	-30
O=C1OC(c2ccccc2)=C/C1=C/c1cccs1	105	103	-8	0	-3	-3	18	-3	-1	103	-6
CCc1ccc(C2C(C#N)=C(N)N(N3CCOCC3)C3=C2C(=O)CC(C)(C)C3)s1 (centres undefined)	96	98	-42	1	-3	0	10	-3	-3	99	0
CCCCNCc1cc(Br)c(OCc2cccs2)c(OC)c1	108	108	-9	-2	-1	1	16	-2	0	108	-3
Cc1ccc(S(=O)(=O)N(C)C)cc1NC(=O)CSc1nc2ccccc2[nH]1	105	104	-11	-1	0	-3	22	0	-6	102	-1
O=C(c1ccccn1)c1conc1C(=O)c1ccc(Br)cc1	98	101	8	-2	0	-6	-12	-4	-2	102	-1

The list continues:
SMILES	RGS4-Gao reg	RGS8-Gao reg	Mcl1-Bid inh	Bfl-1 Bim block	Bim-Bcl-XL	Mcl-1 Bim block	Mcl1 Noxa PPI	Bim-Bcl-W	Bim-Bcl-2	RGS7-Gao reg	Bcl-B Bim block
O=C1CCCN1c1cc(Cl)ccc1Cl	106	100	-26	-5	2	0	14	-2	-7	102	-7
CCCNC(=S)Nc1ccc2nc(-c3ccccn3)c(-c3ccccn3)nc2c1	101	101	-16	2	-3	-4	50	-3	-1	99	-5
O=C(Nc1ccc2oc(-c3cccc4ccccc34)nc2c1)c1ncn[nH]1	105	103	-48	0	0	2	2	2	0	98	0
COc1cc2cnc(Cl)nc2cc1OC	100	101	-34	-2	-2	-5	-2	-1	-7	96	-3
O=C1c2oc3ccccc3c(=O)c2C(c2cccc(F)c2)N1CCCO (centres undefined)	101	101	8	-3	-2	-3	-4	-2	-4	99	0
COc1ccc(/C=C/c2nc(-c3ccccc3)cc(=O)[nH]2)cc1	102	100	-17	nt	nt	nt	-5	nt	nt	?	nt
CC(C)NC(=O)c1cnn2c1NC(c1cccs1)CC2C(F)(F)F (centres undefined)	96	80	-7	-1	-5	-2	-8	-4	-2	97	-2
Cn1c(=O)c2c(ncn2CC(=O)Nc2nccs2)n(C)c1=O	104	102	-29	nt	nt	nt	23	nt	nt	?	nt
O=C(NCC1CCCO1)c1cc(-c2ccc(Cl)cc2Cl)on1 (centres undefined)	95	96	-20	-4	-1	-2	10	-2	-2	94	1
Cc1cccc(COc2ccc(/C=N/NC(=O)c3nnn(-c4nonc4N)c3COc3ccc(F)cc3)cc2)c1	105	104	-21	nt	nt	nt	-12	nt	nt	?	nt
Cc1ccccc1N1CC(=O)Nc2c(oc3nc(-c4ccccc4)cc(C)c23)C1=O	100	100	-6	nt	nt	nt	0	nt	nt	?	nt
CCCc1nc2oc3c(Cl)ncnc3c2c2c1CCCC2	99	101	-14	nt	nt	nt	8	nt	nt	?	nt
Cc1nn(C(C)C(=O)NCC2CCCO2)c(C)c1[N+](=O)[O-] (centres undefined)	99	97	-25	-6	-2	0	-12	-1	0	105	-5
Cc1ccc(S(=O)(=O)c2ccc(C)cc2)cc1	108	97	-16	-2	0	0	0	0	-2	107	0
O=C(Nc1ccccc1)N1CCN2C(=O)c3ccccc3C12c1ccccc1 (centres undefined)	106	102	19	-8	-23	-5	1	-2	-8	101	-9
O=C(CN1CCN(c2cccc(C(F)(F)F)c2)CC1)Nc1cccc(C(F)(F)F)c1	107	100	12	-5	0	5	13	4	-2	109	0
Cc1csc(NC(=O)c2cnccn2)n1	100	99	-84	0	1	1	23	0	3	95	11
C=CCc1cc(Cl)ccc1OCCCNC(C)CC (centres undefined)	103	100	34	0	-2	-4	28	-5	0	101	-5
Nn1c(Cc2ccccc2)n[nH]c1=S	96	97	-31	-2	-3	-4	-4	-2	-2	96	-10
Cc1cc(NC(=O)Cn2ccc([N+](=O)[O-])n2)no1	104	102	-9	6	2	-2	6	-1	-1	115	0
CCOC(=O)C1C(=O)CC(O)(c2ccccc2)CC1c1ccccc1 (centres undefined)	98	101	2	-13	-6	2	-6	3	-3	100	-3
